Screening data deposited in PubChem by several laboratories.
NPR1 activator – GC-A (human) enzyme activation; P16066; HEK293 GC-A cells, cGMP TR-FRET, EC30 ANP; 0% at EC30 ANP, 100% saturating ANP; activation, % at 10 µM; 370,000 compounds, 0.14% hits; in the data active = activation above about 40%
hcDAF-12 act – activates DAF-12 receptor from parasite H. contortus | HEK293 hcDAF-12 lit1-tk-luc reporter, luminescence; 0% DMSO, 100% Δ7-dafachronic acid | activation, % at 6.8 µM | 370,000 compounds, 1.4% hits;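 active = activation above the mean of all tested compounds plus 3 SD, cut at about 5.5% in these data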;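 note: 100% = response to 3 µM Δ7-dafachronic acid high control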
ADAM10 inh – inhibitors of human ADAM10. recombinant ADAM10, EDANS/DABCYL FRET peptide cleavage, 3 h. O14672. AID 720582. inhibition, % at 7 µM. 370,000 compounds, 0.62% hits;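 active = inhibition above a per-campaign cutoff equal to the mean of compounds falling between control-based bounds plus 3 SD, cut at about 20% in these data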;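 note: 0% = DMSO wells while the 100% control is not disclosed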
SMARCA2 activ – activators of SMARCA2 function; MG213 cells, MMTV-luciferase reporter, dexamethasone, overnight; activation, % at 9.1 µM; 370,000 compounds, 1% hits; AID 652017; in the data active = activation above about 7.8%;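 note: 0% = vehicle wells and 100% = reference activator wells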
DAX1 inh-1 – inhibits human nuclear receptor DAX1 | P51843 | HEK293 Gal4-DAX1 luciferase reporter, luminescence | inhibition, % at 6.75 µM | 340,000 compounds, 0.99% hits | AID 504766;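 active = inhibition above the mean over all tested compounds plus 3 SD, cut at about 4.2% in these data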;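 note: 0% = DAX1-transfected cells with DMSO and 100% = empty-vector control cells with DMSO; inhibition shows as a rise in luminescence from relieved DAX1 repression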
hgDAF-12 ag – hgDAF-12 agonism, primary luciferase screen | HEK293 GAL4-hgDAF12 UAS-luciferase reporter, agonist luminescence; normalized to butyrate control | activation, % at 6.8 µM | 370,000 compounds, 1.8% hits;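 active = activation above a cutoff set at the mean of all screened compounds plus 3 SD, cut at about 10% in these data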;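 note: 0% = DMSO wells and 100% = sodium butyrate wells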
ssDAF12 agonist – activates DAF-12 receptor from parasite S. stercoralis; activation, % at 6.8 µM; AID 652126; HEK293 ssDAF-12/GRIP1 lit1-tk-luc reporter, luminescence; % of 3 µM dafachronic acid response; 370,000 compounds, 1% hits;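 active = activation above the mean over all tested compounds plus 3 SD, cut at about 0.9% in these data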;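 note: 0% = DMSO-only wells and 100% = 3 µM delta7-dafachronic acid wells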
DAX1 inh-2 – inhibitors of DAX1 repression of SF-1 activated StAR promoter; inhibition, % at 6.8 µM; 370,000 compounds, 1.1% hits; HEK293T StAR-luciferase reporter, SF-1/DAX-1 repression relief; AID 652010;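 active = inhibition above the mean over all tested compounds plus 3 SD, cut at about 3.6% in these data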;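 note: 0% = DAX-1 cells with DMSO and 100% = cells lacking DAX-1 with DMSO; higher inhibition means more luminescence from relief of DAX-1 repression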
GC-B act – GC-B (human) receptor activation; HEK293-GC-B cells, CNP EC30, cGMP TR-FRET; 0% at EC30 CNP, 100% saturating CNP; activation, % at 10 µM; 370,000 compounds, 0.11% hits;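 active = activation at 10 µM reaching about 35% in either raw or pattern-adjusted values, limit read from the data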
Target sequence (P20594 whole entry, looked up): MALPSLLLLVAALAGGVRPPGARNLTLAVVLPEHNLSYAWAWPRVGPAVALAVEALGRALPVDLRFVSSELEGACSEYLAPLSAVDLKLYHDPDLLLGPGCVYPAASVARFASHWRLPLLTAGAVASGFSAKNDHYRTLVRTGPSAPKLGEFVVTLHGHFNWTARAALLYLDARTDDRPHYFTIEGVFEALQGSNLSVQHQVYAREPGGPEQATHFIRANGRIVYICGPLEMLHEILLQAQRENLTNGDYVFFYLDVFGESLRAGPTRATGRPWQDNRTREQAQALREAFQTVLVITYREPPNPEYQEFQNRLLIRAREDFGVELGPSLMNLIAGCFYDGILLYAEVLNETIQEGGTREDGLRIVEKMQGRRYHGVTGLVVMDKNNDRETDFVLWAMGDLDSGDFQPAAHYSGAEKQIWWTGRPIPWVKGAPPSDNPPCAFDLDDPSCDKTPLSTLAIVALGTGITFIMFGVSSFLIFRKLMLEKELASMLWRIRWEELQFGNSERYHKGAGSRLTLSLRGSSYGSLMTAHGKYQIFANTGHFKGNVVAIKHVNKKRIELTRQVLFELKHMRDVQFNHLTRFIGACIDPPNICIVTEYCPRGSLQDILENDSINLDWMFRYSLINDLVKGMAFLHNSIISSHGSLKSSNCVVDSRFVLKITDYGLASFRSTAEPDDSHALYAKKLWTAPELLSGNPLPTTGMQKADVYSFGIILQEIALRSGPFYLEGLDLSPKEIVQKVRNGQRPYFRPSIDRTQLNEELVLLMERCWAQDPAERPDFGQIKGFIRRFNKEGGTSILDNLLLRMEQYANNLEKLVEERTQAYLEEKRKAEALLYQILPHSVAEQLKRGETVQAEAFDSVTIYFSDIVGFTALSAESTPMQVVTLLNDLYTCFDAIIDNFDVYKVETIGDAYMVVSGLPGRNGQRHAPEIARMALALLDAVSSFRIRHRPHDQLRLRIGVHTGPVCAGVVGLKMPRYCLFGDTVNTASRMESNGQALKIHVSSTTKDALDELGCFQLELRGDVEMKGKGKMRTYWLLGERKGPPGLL
FXN GAA850 act – activators of GAA850 frataxin (FXN) promoter | AID 540364 | 360,000 compounds, 0.56% hits | activation, % at 6 µM | HEK293 lucGAA850 FXN promoter luciferase reporter, 24 h; percent of 10 µM SAHA response;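 active = activation above the average of all compounds screened plus 3 SD, cutoff fixed separately per campaign, cut at about 7.5% in these data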;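 note: 0% = DMSO wells and 100% = 10 µM SAHA wells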
sPLA2-III inh – Blocks human group III sPLA2 activity; Q9NZ20; QFRET BODIPY PC-A2 liposome hydrolysis, fluorescence; inhibition, % at 12.2 µM; 370,000 compounds, 0.56% hits; AID 743126;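 active = inhibition above mean plus 3 SD of compounds lying within the high and low control bounds, cut at about 19% in these data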;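 note: 0% = median of test compound wells and 100% = no enzyme DMSO wells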
Numbers without * were called inactive; i = inactive; x = no result given; & = joins results of further samples.

SMILES | NPR1 activator | hcDAF-12 act | ADAM10 inh | SMARCA2 activ | DAX1 inh-1 | hgDAF-12 ag | ssDAF12 agonist | DAX1 inh-2 | GC-B act | FXN GAA850 act | sPLA2-III inh
COC(=O)[C@]1(Cc2ccccc2)N[C@H](CN(C)S(=O)(=O)c2ccc(F)cc2)[C@@H]2C(=O)N(C)C(=O)[C@@H]21 | 1 | -1.4 | -1 | 3 | -0.5 | -2.4 | -1.2 | -0.5 | -3 | -1.2 | -2
CC[C@]1(C(=O)OC)[C@H]2C(=O)N(C)C(=O)[C@H]2[C@H]2CN(C)C(=NCc3ccccc3)N21 | 3 | -0.1 | -2 | -2 | 0.5 | -2.1 | -1.0 | 0.1 | -2 | -0.4 | 5
CCCN1CCN(CCCNC(=O)c2ccc3c(Cl)c4c(nc3c2)CCCC4)CC1 | 5 | -1.5 | 2 | -3 | 0.0 | 6.0 | -0.5 | 0.7 | 4 | -2.2 | -5
COc1ccc(NC(=O)CCNS(=O)(=O)c2cccc3nonc23)c(OC)c1 | -10 | -1.8 | 1 | -3 | -0.9 | -2.4 | -0.8 | 0.0 | 3 | 0.5 | 4
O=C(O)c1cccc2c1C(=O)N(C1CCCCC1)C2 | 0 | -1.0 | -9 | 0 | 0.5 | -0.5 | -1.3 | 1.1 | 2 | 0.5 | -4
O=C(NCCN1CCN(c2cccc(Cl)c2)CC1)c1ccc(CSc2nc3ccncc3[nH]2)cc1 | -3 | -2.6 | 1 | -5 | -0.3 | -2.7 | -1.9 | -1.8 | 0 | -2.5 | -43
COC(=O)[C@]12C[C@H](CC(=O)NCC34CC5CC(CC(C5)C3)C4)C(=O)N(Cc3ccc(Cl)cc3Cl)C1=C[C@H](C(C)(C)C)O[C@@H]2C | -1 | -1.0 | -1 | -4 | x | 3.4 | -1.3 | 0.9 | 5 | x | -2
Cc1cccc(NC(=O)CN(C2=NC3CS(=O)(=O)CC3S2)c2ccccc2F)c1 (configuration not stated) | 1 | 0.6 | 0 | 0 | -0.9 | -0.6 | -1.4 | -0.6 | -4 | 0.3 | -2
O=C(c1cnn2ccccc12)N1CCc2ccccc21 | -2 | 1.9 | -7 | 3 | 1.6 | 17* | 0.2 | 6.0* | -1 | 3.7 | 2
O=C(CCNC(=O)c1ccc([N+](=O)[O-])cc1)NCCCN1CCCC1=O | 2 | 0.8 | 10 | -2 | 0.8 | -0.6 | -1.0 | 2.6 | 4 | 1.0 | 3

Single records, as listed above. Values in the order: NPR1 activator, hcDAF-12 act, ADAM10 inh, SMARCA2 activ, DAX1 inh-1, hgDAF-12 ag, ssDAF12 agonist, DAX1 inh-2, GC-B act, FXN GAA850 act, sPLA2-III inh
Listed for O=C(NCCN1CCN(c2cccc(Cl)c2)CC1)c1ccc(CSc2nc3ccncc3[nH]2)cc1 → -3, -2.6, 1, -5, -0.3, -2.7, -1.9, -1.8, 0, -2.5, -43
Listed for O=C(O)c1cccc2c1C(=O)N(C1CCCCC1)C2 → 0, -1.0, -9, 0, 0.5, -0.5, -1.3, 1.1, 2, 0.5, -4

(continued)
SMILES | NPR1 activator | hcDAF-12 act | ADAM10 inh | SMARCA2 activ | DAX1 inh-1 | hgDAF-12 ag | ssDAF12 agonist | DAX1 inh-2 | GC-B act | FXN GAA850 act | sPLA2-III inh
CCCOc1ccc(C(CC(=O)O)NC(=O)C23CC4CC(CC(C4)C2)C3)cc1 (configuration not stated) | 5 | -2.0 | 2 | 0 | 0.4 | -2.6 | -2.3 | 1.1 | 2 | -1.3 | 0
CC(C)(C)c1ccc(C(=O)NNc2cc(Cl)cc(Cl)c2)cc1 | 4 | 0.2 | 1 | -3 | -0.2 | 1.2 | -1.4 | 0.3 | 2 | 1.9 | -1
Cc1ccc2c(c1)Sc1ccccc1CC2=O | -9 | -1.6 | 0 | 1 | 1.2 | -0.6 | -1.4 | 0.1 | -3 | 0.8 | -12
CC(C)(C)C1CCc2onc(C(=O)Nc3ccc(F)cc3F)c2C1 (configuration not stated) | 7 | -1.6 | 2 | -3 | 1.2 | -0.2 | -1.7 | -1.0 | -4 | 1.4 | 3
CC(C(=O)NCc1cccc(Cl)c1)N1C(=O)c2ccccc2C1=O (configuration not stated) | 0 | 0.8 | 5 | 1 | 3.5 | 0.1 | -1.0 | 0.1 | -5 | 1.0 | 0
COC(=O)CN(c1ccc(C)c(Cl)c1)S(C)(=O)=O | -5 | 0.4 | -1 | -1 | 0.9 | -1.6 | -0.6 | 0.2 | 2 | 2.2 | 1
CC(C)C(=O)Nc1cccc(-c2cn3ccsc3n2)c1 | 6 | -1.0 | -4 | 3 | -1.1 | 3.5 | -1.1 | -0.2 | -6 | 1.5 | 3
CCCN1CCN(C(=O)CCCNC(=O)Cn2cnc3sc(C)c(C)c3c2=O)CC1 | 0 | -0.7 | 1 | -1 | -0.4 | -1.9 | -1.0 | -0.3 | -5 | 1.2 | 1
OC1CCCN(Cc2c3ccccc3cc3ccccc23)C1 (configuration not stated) | 1 | -0.4 | i | 4 | 2.5 | 3.0 | 0.1 | 1.4 | -2 | 3.1 | -7
CC(=O)N1CC=C2C(C#N)=C(N)C(C#N)(C#N)C(C)C2C1 (configuration not stated) | 1 | -1.0 | -152 | 4 | -1.5 | 2.6 | -1.3 | -0.6 | 3 | 1.4 | 0
CCOC(=O)C1(Cc2ccc(Cl)cc2)CCN(CCCn2cccn2)CC1 | -6 | -0.7 | -3 | -2 | 0.8 | -2.3 | -1.1 | -0.4 | -7 | -0.3 | -8
COc1cnc(-c2ccccn2)nc1Sc1ccccc1Cl | -11 | -3.6 | 5 | -2 | -0.3 | -5.5 | -1.5 | -2.6 | -8 | 0.1 | 12
CCOC(=O)c1c(NC(=O)C[n+]2ccc(Cc3ccccc3)cc2)sc(C)c1C | -8 | -0.2 | -1 | -3 | 2.8 | 2.4 | -1.5 | -0.7 | 0 | -2.5 | -43
O=C(c1ccc2ccccc2c1)c1c[nH]cc1-c1ccccc1 | -1 | 0.2 | -1 | 0 | -0.1 | -0.5 | -1.4 | -0.6 | 1 | 1.4 | -9
CC1CCCCN1C(=O)CSc1nnc(-c2ccco2)n1C (configuration not stated) | -1 | -1.8 | -3 | -1 | -0.8 | 0.2 | -0.5 | 0.2 | 1 | -1.2 | 4
COc1cc(CNC(=O)Nc2nc(C(N)Cc3ccc(C(F)(F)F)cc3)cs2)cc(OC)c1OC (configuration not stated) | -10 | 0.0 | 2 | -2 | x | -1.7 | -0.6 | -0.4 | -6 | 1.6 | -4
O=C1C(Cc2ccccc2)Nc2ncnc(N3CCOCC3)c2N1Cc1ccc(Cl)cc1 (configuration not stated) | 0&-3 | -0.3&1.2 | -6&-31 | 1&-3 | 0.7 | -0.8&-4.3 | -1.4&-0.5 | 0.1&1.1 | -2&-2 | 1.2 | -3&14
O=C(NC1=NCCS1)c1cc(-c2cccc(Br)c2)nc2ccccc12 | 6 | -1.6 | 15 | 1 | 0.0 | -1.9 | -1.0 | -1.0 | -3 | 0.2 | -12
CN(C)c1ccc(NC(=O)CN2CCN(CC(=O)Nc3ccc(F)cc3)CC2)cc1 | -2 | -1.0 | -7 | 2 | 2.0 | 2.2 | -1.3 | 0.3 | 5 | 2.2 | 4
O=C(CSc1n[nH]c(-c2cccnc2)n1)Nc1ccnc2ccccc12 | -1 | 0.4 | -4 | -2 | 2.0 | -1.6 | -1.0 | -0.7 | -5 | -3.0 | 1
CCOC(=O)CSc1nnc(C2CCCCC2)n1C | 3 | 0.9 | -5 | -5 | -0.6 | 1.5 | -0.8 | -0.1 | -2 | -0.2 | 5
Cc1csc(SC(C)C(=O)NCC2CCCCC2)n1 (configuration not stated) | 0 | 1.1 | -9 | -1 | 0.6 | -0.7 | 1.0* | -0.1 | 1 | 0.4 | 0
O=C(COc1ccc([N+](=O)[O-])cc1)Nc1nc(-c2ccccn2)cs1 | 2 | 0.8 | 3 | -3 | -0.9 | 1.2 | -0.7 | -1.5 | 1 | -1.0 | 15
C/C(=C1/SC(N2CC(C)OC(C)C2)=NC1=O)c1ccccc1 (configuration not stated) | -1 | -1.4 | 2 | -2 | -0.2 | 0.6 | -1.4 | -0.9 | -2 | -1.9 | 7
CN(C)c1cccc(C(=O)OCC(=O)N2CCc3ccccc3C2)c1 | 0 | 0.4 | -16 | 1 | -2.7 | 0.0 | -1.4 | -0.4 | -6 | 1.0 | -1
O=C(c1ccccc1)c1cc2cc(Cl)ccc2[nH]1 | 5 | 3.4 | -5 | 4 | 1.9 | 4.7 | 0.9 | 0.7 | -2 | 8.3* | -6
O=C(/C=C/c1ccc(Br)cc1)NC(=O)c1ccccc1O | 3 | 4.8 | 3 | 3 | 0.1 | 13* | -0.2 | 3.0 | 1 | 3.3 | -11
Cn1cc(C(=O)Nc2ccc(F)c(F)c2)cn1 | 3 | -0.9 | 3 | -1 | 0.2 | 0.6 | -0.7 | 0.1 | 5 | -0.1 | 6
CS(=O)(=O)c1ccc(C(=O)NC(Cc2ccccc2)c2ccccc2)cc1 (configuration not stated) | -4 | -0.6 | -4 | 2 | 4.0 | 1.3 | -1.1 | -0.1 | -1 | 2.9 | -6
CC(C)(C)S(=O)N1Cc2cc(C(=O)NCC(F)(F)F)nc(-c3cccc(-c4cccc(F)c4)c3)c2[C@H]1CCO (some centres not stated) | -3 | -0.7 | 17 | -2 | x | 1.7 | -2.0 | -1.9 | -1 | x | -20
O=C(O)c1ccc2c(c1)C(=O)/C(=C\c1ccco1)C2=O | 2 | 0.5 | 7 | 0 | -1.7 | -0.1 | -1.2 | 0.3 | -6 | -0.7 | 1
Cc1cccc(C)c1OC(=O)CSc1nnc(-c2ccccc2)o1 | 3 | -1.0 | 8 | -4 | 0.3 | 2.0 | -1.0 | -0.4 | -1 | 0.5 | -9
CC1(C)CC2(CCO1)OC(=O)CC2C(=O)Nc1ccc(Br)cc1 (configuration not stated) | 3 | 0.5 | 1 | 2 | 1.0 | -2.0 | -1.7 | 0.2 | 1 | -0.2 | 0
O=C(O)c1cc2c(ccc3ccccc32)o1 | 0 | 0.6 | -43 | -1 | -0.9 | 3.5 | -1.3 | 0.5 | -3 | 1.0 | 4
CC(Sc1ncnc2c1cnn2-c1ccccc1)C(=O)NCC1CCCO1 (configuration not stated) | 4 | 1.1 | -5 | 1 | -0.7 | -2.3 | -0.8 | 0.2 | -9 | 0.2 | 2
CN(C1CCCCC1)S(=O)(=O)c1ccc(SCC(N)=O)nc1 | 1 | 0.3 | -6 | -3 | -0.9 | -2.2 | -1.1 | 1.1 | 1 | 0.3 | 10
CCCCNS(=O)(=O)/C=C/c1ccccc1CNC(=O)OC(C)(C)C | 0 | -2.9 | 1 | 0 | x | -0.2 | -1.5 | -1.0 | -6 | x | -5
O=C(NN=Cc1cc(Br)c(O)c(Br)c1)c1ccccc1NS(=O)(=O)c1cccs1 | 2 | -0.9 | -115 | 1 | -0.4 | -0.9 | -0.8 | 0.4 | 1 | -0.3 | -14
COc1cccc(/C=N/NC(=O)c2c(C)nc3ccc(Cl)cn23)c1O | 0 | -1.9 | -28 | -4 | -3.2 | -9.7 | -1.7 | -2.1 | -10 | -10 | 10
